BAZ2B block: inhibitors of human BAZ2B bromodomain; Q9UIF8; AlphaScreen BAZ2B-H3K14Ac peptide displacement; Potency, µM (titrated, usually from 114 µM), for the others: at the top dose activity change, negative = inhibition, hits mostly inhibitors; 360,000 tested, 4.4% active; AID 504333; further: on the % scale 0 is the no-effect control and ±100 the full control effect; nearly all actives have a fitted effect of over 60% in size
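Inhibition is scored as reduced AlphaScreen emission. The BAZ2B/b-H3(5-23)K14Ac complex (50 nM each) in PBS pH 7.4, 0.01% Tween-20 meets compound (up to 110 uM) for 30 min at RT before bead addition.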
APE1 inh: blocks human APE1 abasic DNA cleavage | recombinant APE1, TAMRA/BHQ-2 abasic DNA cleavage fluorescence | Potency, µM (top dose mostly 65.8 µM), inactives show top-dose activity change, negative = inhibition, actives largely listed as inhibitors | 350,000 tested, 0.35% active;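 further: plate controls were vehicle for no effect and reference inhibitor for full effect; nearly all actives have a fitted effect of over 55% in size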
Target sequence (P27695 whole entry, looked up): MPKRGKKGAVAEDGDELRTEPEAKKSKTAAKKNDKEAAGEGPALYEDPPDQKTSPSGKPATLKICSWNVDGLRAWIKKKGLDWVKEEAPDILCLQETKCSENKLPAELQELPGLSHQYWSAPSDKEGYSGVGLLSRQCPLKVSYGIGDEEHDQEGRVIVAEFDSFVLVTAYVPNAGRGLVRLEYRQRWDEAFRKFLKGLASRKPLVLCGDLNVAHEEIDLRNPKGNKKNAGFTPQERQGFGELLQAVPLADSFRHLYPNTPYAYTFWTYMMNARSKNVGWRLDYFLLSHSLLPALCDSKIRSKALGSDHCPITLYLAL
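Enzyme (0.75 nM final) and test compound are incubated 15 min at room temperature before adding 50 nM quenched THF abasic-site duplex. Cleavage dequenches TAMRA, followed at 525/598 nm over three reads one minute apart.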
Pol iota inh: blocks human DNA polymerase iota activity | Q9UNA4 | Pol iota fluorescent replication assay, 10 min | Potency, µM (series often up to 115 µM), for inactives: at the top dose activity, negative = inhibition, most hits filed as inhibitors | 390,000 tested, 1% active | AID 588590
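Pol iota at 10 nM preincubated 15 min with compounds at room temperature; reaction started with fluorescent substrate, 50 nM final. Fluorescence read kinetically at 0 and 10 min; buffer-only wells as negative control.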
POLH inh: DNA polymerase eta (human) inhibition; Q9Y253; recombinant Pol eta, fluorescent DNA replication assay; Potency, µM (titrated, usually from 114 µM), without a hit: at the highest dose activity change, negative = inhibition, hits mostly inhibitors; 390,000 tested, 1.2% active; AID 588591; further: on the % scale 0 is the no-effect control and ±100 the full control effect
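Pol eta at 10 nM preincubated with compounds 15 min at room temperature; reaction started with fluorescent substrate (50 nM final) and read kinetically at 0 and 10 min.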
POLK inh: blocks human DNA polymerase kappa activity; 400,000 tested, 0.53% active; Potency, µM (top dose mostly 107 µM), without a hit: at the top dose activity, negative = inhibition, usual class: inhibitors; Q9UBT6; purified Pol kappa, fluorescent DNA synthesis assay, 10 min; further: on the % scale 0 is the no-effect control and ±100 the full control effect
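Enzyme at 10 nM met test compounds for 15 min at room temperature. Substrate addition (50 nM final) began the reaction, which was monitored by fluorescence at 0 and 10 min.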
JMJD2A Tudor: blocks the human JMJD2A Tudor domain; O75164; AlphaScreen JMJD2A-Tudor / H3K4me3 peptide binding; Potency, µM (series often up to 114 µM), for inactives: top-dose activity change, negative = inhibition, usual class: inhibitors; 390,000 tested, 4.4% active; AID 504339; further: on the % scale 0 is the no-effect control and ±100 the full control effect; nearly all actives have a fitted effect of over 50% in size
BLM helicase inh: inhibitors of human Bloom syndrome helicase BLM. recombinant BLM DNA unwinding, fluorescence dequenching. AID 2528. Potency, µM (top dose mostly 56.1 µM), inactives show at the highest dose activity change, negative = inhibition, hits mostly inhibitors. 350,000 tested, 0.2% active. P54132;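 further: plate controls were vehicle for no effect and no enzyme for full effect; nearly all actives have a fitted effect of over 35% in size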
G9a block: G9a (human) methyltransferase inhibition; G9a H3K9 monomethylation, AlphaScreen, 2 h; Potency, µM (highest dose often 102 µM), for the others: at the top dose activity, negative = inhibition, actives largely listed as inhibitors; 350,000 tested, 8.8% active; AID 504332; further: on the % scale 0 is the no-effect control and ±100 the full control effect; nearly all actives have a fitted effect of over 75% in size
Target sequence (Q96KQ7 913-1193 limits assumed): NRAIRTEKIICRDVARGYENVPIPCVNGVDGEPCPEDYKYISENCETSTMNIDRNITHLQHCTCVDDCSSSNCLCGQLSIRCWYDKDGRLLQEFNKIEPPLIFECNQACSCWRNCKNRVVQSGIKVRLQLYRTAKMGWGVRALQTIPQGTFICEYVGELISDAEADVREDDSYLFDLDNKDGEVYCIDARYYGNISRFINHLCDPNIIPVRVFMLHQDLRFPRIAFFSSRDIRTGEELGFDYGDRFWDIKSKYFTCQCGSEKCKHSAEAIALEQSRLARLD
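Enzyme 20 nM + cpd, 15 min RT; add b-H3K9 pep 500 nM / SAM 20 uM; 2 h RT; anti-H3K9me1 Ab 0.5 ug/mL + SA donor / anti-rabbit acceptor beads 20 ug/mL each, 10 min; AlphaScreen read.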
Pol beta inh: DNA polymerase beta (human) inhibition; P06746; Pol beta primer extension/strand displacement, fluorescence kinetic; Potency, µM (titrated, usually from 114 µM), for inactives: at the top dose activity change, negative = inhibition, actives largely listed as inhibitors; 340,000 tested, 1.3% active; AID 485314; further: on the % scale 0 is the no-effect control and ±100 the full control effect
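Human Pol beta at 10 nM; strand-displacement substrate 50 nM final. Compound exposure 15 min at room temperature before start, reaction 10 min at room temperature.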
* = called active by the depositor; u = inconclusive; x = no result given; [ ] = remark or other dose. The call rests on the fitted dose curve; in most records, active means well fitted curve in the direction sought with a large enough effect; inconclusive means small, poorly fitted or top-dose-only effect, or another doubt; inactive means no such curve, though single readings can be large; an effect the other way counts as inactive or inconclusive. Potency means the concentration at half of the fitted maximal effect.

SMILES	BAZ2B block	APE1 inh	Pol iota inh	POLH inh	POLK inh	JMJD2A Tudor	BLM helicase inh	G9a block	Pol beta inh
CC(=O)N1c2ccc(S(=O)(=O)NCCC(=O)Nc3ccc(F)cc3C)cc2CC1C (stereo not given)	-25%	56%[activator]	12%	-7%	9%	-2%	-2%	1%	9%
O=C1NCCCc2c1oc1ccc(O)cc21	13%	0%	2%	8%	-2%	-9%	3%	25%[2.33 µM]	18%
O=c1c(-c2nc3ccccc3s2)cccn1Cc1ccc(Cl)c(Cl)c1	29%	1%	0%	-7%	-20%	20%	3%	54%[activator][59 µM]	2%
Cc1ccc(CC(C(=O)O)C(C)C(=O)Nc2ccc(F)cc2)cc1 (stereo not given)	1%	30%	-5%	3%	-9%	-5%	-3%	-3%	52%
CN1CCCN(C(=O)c2ccc(Cl)s2)CC1	-16%	4%	22%	-17%	-4%	-3%	-2%	x	-26%
COc1ccc2c(c1OC)C(=O)N(c1ccccc1)C2=O	-10%	2%	12%	5%	-13%	-13%	-5%	3%	u
O=C(Nc1cccc(C(F)(F)F)c1)Nc1nnc(N2CCCCC2)s1	-15%	x	15%	-11%	10%	-13%	-6%	u	17%
COc1cc(CNCc2cc(OC)ccc2OC)cc(OC)c1	u	35%	29%	-8%	20%	28µM*	-7%	25µM*	19%
CC(C)CCn1cnc2c(oc3nc4c(cc32)CCCC4)c1=O	1%	-1%	2%	2%	9%	-1%	-3%	x	-10%
Oc1ccccc1/C=C/c1noc(-c2ccccc2O)n1	-9%	3%	75%[activator]	-15%	-5%	-5%	-4%	7%	16%
CN(Cc1ccc(Cl)s1)C(=O)CSc1nnc(C2CC2)n1C1CC1	15%	-1%	-2%	0%	-6%	-17%	x	-4%[59 µM]	x
O=C(NCCN1CCOCC1)c1cc2ccccc2oc1=O	4%	-4%	87%[activator]	-14%	-14%	-13%	2%	-3%	56%
CCC(=O)NCCC(c1ccco1)c1ccccc1OC (stereo not given)	-2%	-4%	-16%	u	0%	-9%	-5%	-19%[59 µM]	u
CC(=O)OC1C=C[C@]2(C)C(CC(OC(C)=O)[C@@]3(C)C4=CC(=O)OC(c5ccoc5)[C@]4(C)CCC23)C1(C)C (stereo not given in full)	x	17%	x	x	-18%[60.1 µM]	x	-3%	-42%[2.33 µM]	x
Cc1cc(C(=O)OCC(=O)Nc2cccc(S(N)(=O)=O)c2)c2ccccc2n1	-11%	5%	69%[activator]	0%	-5%	-16%	-6%	x	3%
Cn1c2c(c3cc([N+](=O)[O-])ccc31)CCCC2	0%	-6%	58%[activator]	-17%	1%	-3%	-4%	-9%	-3%
O=S(=O)(NCc1ccc(Cl)cc1Cl)c1ccc(N2CCOCC2)nc1	-2%	-3%	50%[activator]	-21%	-4%	-11%	-7%	1%	18%
NC(=O)c1c(NC(=O)Cn2nc(C(=O)O)c3ccccc3c2=O)sc2c1CCCC2	-21%	1%	-2%	u	6%	-2%	-3%	10%	0%
COc1ccc(-c2n[nH]c3c2C(c2ccccn2)N(C)C3=O)cc1 (stereo not given)	-6%	x	4%	-13%	-5%	-15%	2%	-23%[59 µM]	23%
CN(C(=O)c1cccc(NC(=O)Cc2ccc(NC(=O)C3CCN(C(=O)C4CC4)CC3)cc2)c1)C1CC1	x	x	11%	-5%	1%	-7%	x	x	x
O=C(Nc1ccc(Cl)cn1)c1cccc2ccccc12	-6%	-7%	13%	-10%	-3%	8%	4%	1%[0.501 µM]	48%
Cn1c(=O)c2c(nc(NCc3ccco3)n2CC(O)COc2ccccc2)n(C)c1=O (stereo not given)	u	0%	-2%	-10%	-15%	-26%	-4%	u	u
Cc1cc(C=C(C#N)C#N)c(C)n1-c1ccccc1	-4%	13%	18%	6%	-1%	-14%	-2%	-50%	25%
Cc1c(Cl)c([N+](=O)[O-])nn1CC(=O)N1CCN(Cc2ccccc2)CC1	-10%	-1%	26%	-9%	-5%	-8%	3%	u	1%
FC(F)(F)c1nnc(-c2ccccc2)nc1Oc1ccc(Cl)cc1Cl	-6%	-1%	11%	-23%	-13%	13%	1%	1%	18%

Additional compounds follow.
SMILES	BAZ2B block	APE1 inh	Pol iota inh	POLH inh	POLK inh	JMJD2A Tudor	BLM helicase inh	G9a block	Pol beta inh
COc1cccc(-c2cccc(NC(=O)C3CCN(Cc4cccc(C)n4)CC3)c2)c1	-7%	23%	17%	-23%	1%	-7%	0%	12%	40%
CC(=O)c1cccc(N(C(=O)c2csnn2)C(C(=O)NC2CCCC2)c2ccccc2)c1 (stereo not given)	2%	-4%	29%	-2%	-9%	-11%	0%	25%	34%
CN(C(=O)c1cccc(NC(=O)Cc2ccc(NC(=O)C3CCCN(S(=O)(=O)c4cccc([N+](=O)[O-])c4)C3)cc2)c1)C1CCCC1 (stereo not given)	x	x	46%[activator]	-19%	9%	-32%	x	x	x
O=C(NCc1ccccn1)c1nc(Cn2ccc([N+](=O)[O-])n2)no1	9%	28%	50%[activator]	-26%	4%	u	-4%	9%	u
CN1CCN(C(=O)c2cc3c(=O)n4ccccc4nc3s2)CC1	6%	28%	2%	-15%	-6%	-13%	-6%	50µM*	2%
CN1CCN(C(=O)CN(C2CCCCC2)S(=O)(=O)c2ccccc2)CC1	4%	48%[activator]	148%[activator]	-22%	-6%	-9%	-1%	19%	34%
COc1cc(-c2nn3c(-c4ccco4)nnc3s2)cc(OC)c1OC	6%	-10%	x	x	x	x	0%	22%	15%
Cc1ccc(S(=O)(=O)N2CCCC2)cc1C(=O)NCc1ccccc1CN1CCCC1	14%	7%	-17%	-1%	-9%	-17%	x	9%[12.7 µM]	x
Cc1ccc(-n2c(CCC(=O)O)ccc2-c2cccs2)cc1	50µM*	-3%	u	u	-14%	u	-7%	u	35µM*
COCCn1nnnc1C(c1cc2cc(C)cc(C)c2[nH]c1=O)N1CCN(c2ccccc2F)CC1 (stereo not given)	-4%	-3%	u	-12%	-11%	-24%	1%	3.2µM*	-26%
Nn1c(-c2ccccc2)cc(-c2ccccc2)cc1=O	59%[activator]	0%	12%	-7%	-14%	-9%	x	61%[activator][2.33 µM]	x
CCn1c(COc2ccc(Cl)cc2Cl)nc2ccccc21	-2%	x	25%	-14%	-11%	-9%	-4%	11%[59 µM]	18%
CC(=O)NNc1cc(N2CCOCC2)nc(N2CCOCC2)n1	5%	4%	-7%	-2%	-3%	-30%	2%	45µM*	-2%
CCOC(=O)c1cc(-c2ccc(C)o2)n[nH]1	-26%	0%	3%	1%	1%	-8%	-2%	u	-28%
COc1ccc(CCNS(=O)(=O)c2ccc3[nH]c(=O)[nH]c3c2)cc1	x	21%	28%	-14%	-18%	-14%	x	x	x
COc1ccc(C(=O)NCC(=O)OCCOc2ccc(Cl)cc2)cc1OC	x	28%	21%	-15%	-5%	-4%	x	x	x
CCCCCn1c(CN2CCCCC2CC)nc2c1c(=O)n(C)c(=O)n2C (stereo not given)	6%	-1%	33%[activator]	-22%	2%	-16%	-2%	u	1%
CCCN1CCN(CCNC(=O)Nc2ccccc2OCC)CC1	-9%	x	32%[activator]	-6%	5%	-15%	5%	4%[59 µM]	33%
CCn1c(SCC(=O)Nc2ccc(N(C)C)cc2)nnc1-c1ccco1	-36%	5%	53%[activator]	-11%	-13%	-6%	3%	40µM*	0%
CCOCCCNC(=O)CNC(=S)N(Cc1ccc(C)cc1)Cc1ccco1	-38%	5%	55%[activator]	-25%	-12%	-23%	-6%	10µM*	23%
Cc1cccc(-n2c(=O)c3c(c4cc(C)ccc4n3C)n(CC(=O)Nc3ccccc3C(F)(F)F)c2=O)c1	3%	x	-8%	-6%	-19%	-3%	0%	-33%[59 µM]	11%
OC(COc1cccc(OCC(O)CN2CCCC2)c1)CN1CCCC1 (stereo not given)	3%	-2%	-9%	1%	-3%	-6%	23%	12%[2.33 µM]	13%
Cc1cccc(C(=O)Nc2cccc3cccnc23)c1	57%[activator]	-10%	16%	-13%	2%	49%[activator]	-4%	x	15%
CCCCn1nc(C(=O)N2CCN(S(=O)(=O)c3ccccc3)CC2)c2ccccc2c1=O	10%	-18%	30%	-1%	-6%	-15%	x	-40%	x
CCS(=O)(=O)N1CCN(c2ccc(S(=O)(=O)N3CCOCC3)cc2)CC1	-5%	18%	-21%	-12%	7%	-5%	-3%	41%[59 µM]	8%
COC(=O)c1ccc(CO/N=C/c2cccc([N+](=O)[O-])c2)cc1	2%	-13%	95%[activator]	-6%	0%	-12%	-2%	-8%	55%
O=C(COc1ccccc1)Nc1c(C(=O)N2CCC(N3CCCCC3)CC2)oc2ccccc12	1%	26%	-11%	-14%	3%	-5%	-3%	-6%	-30%
COc1ccc(-c2noc(CCC(=O)N3CCN(c4ccccc4)CC3)n2)cc1	x	3%	16%	-12%	-2%	-14%	x	x	x
CC(C)c1ccc(OCC(=O)NCc2ccccc2)cc1	10%	23%	124%[activator]	1%	-7%	-8%	-5%	5%	2%
C#Cc1cccc(-n2nnc(C(C)=O)c2C)c1	-2%	1%	117%[activator]	2%	-17%	-2%	-7%	x	37%

Nothing new here: entries from further up.
SMILES	BAZ2B block	APE1 inh	Pol iota inh	POLH inh	POLK inh	JMJD2A Tudor	BLM helicase inh	G9a block	Pol beta inh
COc1cccc(-c2cccc(NC(=O)C3CCN(Cc4cccc(C)n4)CC3)c2)c1	-7%	23%	17%	-23%	1%	-7%	0%	12%	40%
CC(=O)c1cccc(N(C(=O)c2csnn2)C(C(=O)NC2CCCC2)c2ccccc2)c1 (stereo not given)	2%	-4%	29%	-2%	-9%	-11%	0%	25%	34%
CN(C(=O)c1cccc(NC(=O)Cc2ccc(NC(=O)C3CCCN(S(=O)(=O)c4cccc([N+](=O)[O-])c4)C3)cc2)c1)C1CCCC1 (stereo not given)	x	x	46%[activator]	-19%	9%	-32%	x	x	x
O=C(NCc1ccccn1)c1nc(Cn2ccc([N+](=O)[O-])n2)no1	9%	28%	50%[activator]	-26%	4%	u	-4%	9%	u
CN1CCN(C(=O)c2cc3c(=O)n4ccccc4nc3s2)CC1	6%	28%	2%	-15%	-6%	-13%	-6%	50µM*	2%
CN1CCN(C(=O)CN(C2CCCCC2)S(=O)(=O)c2ccccc2)CC1	4%	48%[activator]	148%[activator]	-22%	-6%	-9%	-1%	19%	34%
COc1cc(-c2nn3c(-c4ccco4)nnc3s2)cc(OC)c1OC	6%	-10%	x	x	x	x	0%	22%	15%
Cc1ccc(S(=O)(=O)N2CCCC2)cc1C(=O)NCc1ccccc1CN1CCCC1	14%	7%	-17%	-1%	-9%	-17%	x	9%[12.7 µM]	x

From PubChem

Only part of the results is shown; count on the stated rates, not on these rows.
